From PubChem
HSF1 inh: HSF1 inhibition. NIH3T3-HGL HSE-luciferase, MG132-induced, luminescence 8 h; hits give low values. activity change, negative = inhibition, % at 7.5 µM (by protocol). 300,000 tested, 0.77% active. AID 2098;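 active = more than half of replicate wells show activity change below -50%, luminescence cut by over half; inconclusive = some wells, but at most half, below -50%; inactive = no replicate well below -50%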;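 note: luciferase reports HSF-1 transcriptional activity via heat shock element; 0% = median of DMSO wells and -100% = zero luminescence signal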
HSF-1 act: increases HSF-1 driven luciferase reporter signal. activation, % at 9 µM. 300,000 tested, 1.7% active. NIH3T3-HGL HSF-1 luciferase reporter, MG132, 8 h; 100% = twice DMSO control signal;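 active = mean replicate activation of at least 50% with a set share of replicates each reaching 50%; inconclusive = only one of those two conditions met; inactive = mean below 50% and too few replicates reaching it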;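 note: 0% = median of the neutral control wells and 100% = twice that signal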
HIF act: HIF pathway transcriptional activation; 300,000 tested, 0.32% active; U2OS HRE-luciferase reporter, luminescence; normalized: DMSO 0%, desferrioxamine 100%; activation, % at 7.5 µM (by protocol); AID 1910;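 active = mean activation of at least 10% of the iron chelator positive control signal, with at least half of replicates also reaching 10%; inconclusive = mean and replicate majority disagree about reaching 10%; inactive = mean and most replicates under 10%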
KLF5 inhibitor: suppresses KLF5 promoter-driven expression. DLD-1 KLF5 promoter-luciferase reporter, luminescence. 290,000 tested, 0.23% active. inhibition, % at 5 µM;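 active = inhibition above a per-plate limit of that plate's mean compound inhibition plus 3 SD, cut at about 60% in these data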;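 note: 0% = DMSO wells and 100% = LY294002 at 200 µM; higher means less KLF5 promoter-driven luciferase light; inactives centre near -14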
IEC-6 tox: IEC-6 cytotoxicity, counter-screen for KLF5 inhibitors; 290,000 tested, 0.78% active; luminescence viability; inhibition, % at 5 µM; in the data active = inhibition above about 22%;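 note: 0% = plate median of test compound wells and 100% = cytotoxic reference compound wells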
aSyn UTR inh: 5' untranslated region of α-synuclein, MLPCN primary screen; alpha-synuclein 5'UTR reporter, inhibitor activity; inhibition, % (tested at 7.5 µM); 300,000 tested, 0.82% active; AID 1813; in the data active = inhibition above about 60%; inconclusive = no clear call, values can overlap the other calls;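 note: H4 neuroglioblastoma cells stably carrying SNCA 5'UTR luciferase fusion; 0% = DMSO wells and 100% = positive control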
SKKanGAS inh: blocks kanamycin growth of S. pyogenes SKKanGAS strain. BacTiter-Glo, 6 h. inhibition, % at 7.5 µM. 300,000 tested, 1.3% active. AID 1662;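 active = mean replicate score, as percent of positive control median, at least 50; inconclusive = mean below 50 but one replicate at or above 50; inactive = mean and every replicate below 50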;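 note: strain carries kanamycin resistance gene driven by streptokinase promoter and grows in 40 µg/ml kanamycin; loss of luminescence reflects streptokinase promoter inhibition or plain growth inhibition; 0% = median of DMSO wells and 100% = positive control at its reference dose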
HSP90 refold inh: HSP90 refolding inhibition in rabbit reticulocyte lysate; luciferase refolding luminescence, 3 h; inhibition, % at 5.6 µM; 290,000 tested, 0.91% active; AID 1789;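 active = inhibition above the screen-wide mean plus 3 SD, computed separately per campaign, cut at about 16% in these data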;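 note: 0% = DMSO wells and 100% = 60 µM geldanamycin wells; inhibitors lower the luminescence because luciferase stays unfolded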
AI-2 QS mod: modulates the Vibrio harveyi AI-2 quorum sensing system; Vibrio harveyi JMH597 AI-2 luminescence/OD600 ratio, 9 h; hits give low values; strain lacks LuxN and CqsS sensors; 0 = neutral-control median; activity change, % at 7.5 µM; 300,000 tested, 0.4% active; AID 2094; in the data active = activity change below about -75%, passing the limit was not always enough; inconclusive = no clear call, values can overlap the other calls;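 note: luminescence divided by OD600 gain over 9 h not by final OD600 alone; inactives centre near 13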
Platelet DG rel: modulates dense granule release in human platelets | human platelet-rich plasma, SFLLRN dense granule ATP release, luminescence | inhibition, %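 (compounds screened at 7.5 µM in platelet-rich plasma)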 | 300,000 tested, 0.22% active | AID 1663;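 active = mean replicate score, as percent of positive control, at or above 50; inconclusive = mean below 50 but at least one replicate at or above 50; inactive = mean and every replicate below 50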
The depositor's hits bear a star; ? = inconclusive; . = no result given. Rows were taken by chance; about 6% have a hit in one of these screens.

SMILES	HSF1 inh	HSF-1 act	HIF act	KLF5 inhibitor	IEC-6 tox	aSyn UTR inh	SKKanGAS inh	HSP90 refold inh	AI-2 QS mod	Platelet DG rel
NNc1ncnc2c1cnn2-c1ccccc1	1	-1	0.6	-10	6	-14	-1	-2	25	-29
Cc1ccc(S(=O)(=O)NN2C(=O)c3ccccc3NC2c2ccccc2O)cc1 (stereo unspecified)	12	10	-0.2	-25	0	-12	4	-2	46	7
CCOc1ccc2nc(N(CCN(CC)CC)C(=O)c3cccc([N+](=O)[O-])c3)sc2c1	.	.	.	-17	0	-27	7	1	19	-1
CCOc1ccc(/C=C/C2=Cc3c(sc(NC(=O)CSc4n[nH]c(N)n4)c3C#N)C(C)(C)C2)cc1	0	-4	0.1	1	-2	-95	42	4	52	0
COC(=O)c1cc2oc(C)cc2n1CC(=O)Nc1ccc(C)c(C)c1	6	16	0.4	-2	4	-34	4	1	6	-6
COc1ccc(C(CNC(=O)COc2cc(C)c(Cl)c(C)c2)N2CCCCC2)cc1 (stereo unspecified)	5	12	-0.5	-24	-7	32	-6	-1	9	-3
COc1ccccc1OCC(=O)N1CCCC(Nc2ccc(C)c(C)c2)C1 (stereo unspecified)	1	-9	-0.4	-20	2	-11	2	-4	38	3
NC(=O)CSc1nnc(-c2ccco2)n1N	-10	-4	-0.2	-15	-2	4	2	1	15	4
O=C(NCc1cccnc1)C(=O)NCC1OCCN1S(=O)(=O)c1ccc(F)cc1 (stereo unspecified)	-3	-27	-0.1	-7	-6	-13	-2	-5	-1	-1
Cn1c(N)c(C(=O)COC(=O)C2CC(=O)N(Cc3ccccc3)C2)c(=O)n(C)c1=O (stereo unspecified)	-8	-5	0.0	-15	-2	5	12	-7	10	4
Cc1cccc2cc3c(nc12)-c1ccccc1C3=O	3	22	3.4	-24	6	-50	17	-5	18	1
CC1CCCC(NC(=O)c2nn(C)c3c2CS(=O)(=O)c2ccccc2-3)C1C (stereo unspecified)	2	30	-0.4	-5	2	2	0	-2	6	-1
CN(C)CCNC(=O)/C=N/O	-3	9	0.1	5	-5	-8	-10	4	-1	-6
O=C(Nc1ccccc1[N+](=O)[O-])c1nc[nH]c1C(=O)NCCO	9	6	-0.6	-34	7	37	-1	0	23	-22
Nc1ccc(-n2cc(-c3ccccc3)[nH]c2=S)cc1	1	-7	3.1	-101	-3	-86	-2	1	3	3
COC(=O)c1ccccc1NC(=S)N1CCOCC1	-5	1	-0.3	-13	1	14	-1	0	11	17
O=S(=O)(c1cccs1)N1CN(Cc2cccs2)c2nc3ccccc3nc21	6	25	-0.6	-33	2	29	19	2	10	-2
O=C(Cc1ccc(Cl)cc1)Nc1ccccc1N1CCN(C(=O)c2ccccc2)CC1	10	8	-0.1	-13	-11	-4	-3	3	-2	-20
Cc1ccc(C(=O)n2cnnc2N)cc1	15	66*	1.3	-11	-2	-8	-2	1	22	-1
Cc1ccc(S(=O)(=O)Nc2nnc(C(C)(C)C)s2)cc1	-6	-14	-0.6	-66	-5	4	2	-4	-1	-5
COc1cccc(NC(=O)CSc2nc3ccccc3c(=O)n2CCCC(=O)N2CCCC2)c1	-3	-14	-0.5	-16	-5	27	6	-2	24	-2
Cc1ccc(S(=O)(=O)N2CCC(C(=O)OCC(=O)N3CCC(C)CC3)CC2)cc1C	-5	-1	-0.9	.	.	-5	17	.	14	-3
CCn1c(SCC(=O)Nc2ccc(C)cc2)nc2nc3c(cc2c1=O)COC(C)(C)C3	.	.	.	8	-6	.	6	2	13	.
COc1ccc(CCSc2nnc(C3CCCCC3)n2N)cc1	-2	-6	0.4	-11	3	4	-8	3	13	8
COc1cccc(NC(=O)CSc2nc3c([nH]c4ccccc43)c(=O)n2C)c1	41	95*	-0.1	-6	0	-27	0	2	22	-6

(further entries)
SMILES	HSF1 inh	HSF-1 act	HIF act	KLF5 inhibitor	IEC-6 tox	aSyn UTR inh	SKKanGAS inh	HSP90 refold inh	AI-2 QS mod	Platelet DG rel
O=C(CN(c1ccccc1)S(=O)(=O)c1ccccc1[N+](=O)[O-])NN=C1CCCCCCC1	-10	-11	-0.1	-15	1	-12	-2	4	32	10
Cc1ccc(NC(=O)c2cc(S(=O)(=O)N(C)C)ccc2N2CCCC2)cc1F	-7	19	-0.6	-17	15	2	-7	1	5	9
COc1cccc2cc(-c3nc(-c4cccs4)cs3)c(=O)oc12	14	47	5.9	-71	5	-174	-8	-3	-12	-9
CCOc1cc(C(=S)N2CCOCC2)ccc1OS(=O)(=O)c1ccc(C)cc1	18	?	-0.6	-18	2	3	-1	-1	0	7
CC1CCN(CC(=O)Nc2ccc(S(=O)(=O)N3CCCC(C)C3)cc2)CC1 (stereo unspecified)	-6	6	-58	-5	-3	-6	0	3	23	-10
CCOC(=O)N1CCC(NC(=O)CS(=O)(=O)Cc2nc(-c3ccc(C)cc3)oc2C)CC1	8	0	-0.5	-18	-6	6	2	1	26	-1
COc1ccc(CNC(=O)CCCOc2cc(=O)n(C)c3ccccc23)cc1	-6	17	0.0	-38	2	26	-1	6	6	-3
Cc1ccc(NC(=O)N2CCC(O)(c3cccnc3)CC2)cc1	-11	17	0.2	-9	2	-19	-12	1	28	-9
CCOC(=O)c1nnn(-c2ccccc2)c1C	-6	-9	0.3	-24	-1	18	-5	-4	17	-3
COCCn1c(=O)[nH]c2cc(C(=O)Nc3cccc(F)c3)ccc2c1=O	-2	-21	1.2	-20	5	-113	0	4	0	6
CC1=CC(C)(C)Nc2ccc(OC(=O)CN3C(=O)C4CCCCC4C3=O)cc21 (stereo unspecified)	1	-11	-0.8	-31	-2	8	10	5	25	-4
CC(C)C(NC(=O)C12CC3CC(CC(C3)C1)C2)C(=O)N/N=C/C1=C(N2CCOCC2)C(=C\c2cccc([N+](=O)[O-])c2)/CC1 (stereo unspecified)	-5	14	0.0	-2	-8	43	10	4	7	-4
Cc1cc(Cl)ccc1OCC(=O)NNC(=O)C1CSC2(C)CCC(=O)N12 (stereo unspecified)	-4	-3	-1.8	.	.	3	-2	.	29	-3
CC(C)(C)NC(=O)NC(=O)CN1CCCCCCC1	-1	11	0.9	-27	-5	-10	-2	1	7	-1
COc1ccc(-n2c(SCC(=O)Nc3ccccc3OC)nc(O)cc2=O)cc1	21	21	0.6	-30	-1	-11	31	6	22	-15
O=C1NCC(=O)N2C(c3ccccc3)c3[nH]c4ccccc4c3C[C@@H]12 (stereo partly specified)	-20	-33	-25	-3	-5	10	1	-3	5	-12
COc1ccccc1C(=O)NC(C(=O)NCCc1nc2ccccc2[nH]1)=C(C)C	-1	-3	-0.1	-11	5	20	1	-4	5	1
Cc1ccc(S(=O)(=O)Nc2ccccc2CNc2cccc(C)n2)cc1	0	1	0.2	-26	-12	-1	-7	-3	22	10
CC(C)c1nnc(NC(=O)CC(C)c2ccccc2)s1 (stereo unspecified)	2	14	1.9	-48	-1	-56	-4	-2	-6	-12
O=[N+]([O-])c1ccc(N(CC(O)CN2CCCCC2)S(=O)(=O)c2ccccc2)cc1 (stereo unspecified)	-3	-16	-0.1	-6	-1	9	-1	3	21	2
O=C(CCn1c(=O)oc2ccccc21)Nc1ccon1	5	-5	0.3	-14	-7	22	-3	2	18	-2
O=C(Cc1cccs1)Nc1ccon1	-11	-18	-0.4	-2	-2	-2	0	1	26	0
CCOc1ccc(CNC(=O)c2cc3oc4ccccc4c3n2C)cc1	2	-4	-0.5	-30	-4	38	-3	0	10	-2
COc1ccc(OC)c(Nc2nc(N)c([N+](=O)[O-])c(NCc3ccccc3)n2)c1	-10	-7	-0.2	-6	1	28	-8	-3	6	-2
COc1ccc(NC(=O)[C@H](C)NC(=O)C2CCN(S(=O)(=O)c3ccc(OC)cc3)CC2)cc1	2	7	-0.5	3	2	31	0	-1	-3	-2

Overlap with the part before: 2 compounds; new compounds follow.
SMILES	HSF1 inh	HSF-1 act	HIF act	KLF5 inhibitor	IEC-6 tox	aSyn UTR inh	SKKanGAS inh	HSP90 refold inh	AI-2 QS mod	Platelet DG rel
COc1ccc(OC)c(Nc2nc(N)c([N+](=O)[O-])c(NCc3ccccc3)n2)c1	-10	-7	-0.2	-6	1	28	-8	-3	6	-2
COc1ccc(NC(=O)[C@H](C)NC(=O)C2CCN(S(=O)(=O)c3ccc(OC)cc3)CC2)cc1	2	7	-0.5	3	2	31	0	-1	-3	-2
O=C1c2ccccc2NC(c2ccccn2)N1NS(=O)(=O)c1ccccc1 (stereo unspecified)	-8	-6	0.7	-5	-2	-7	-1	-3	24	-1
COc1ccc(C(=O)NC2CC(C)(C)Cc3c2cnn3-c2ccccc2)c(OC)c1 (stereo unspecified)	4	16	0.0	-13	0	18	10	1	10	-3
CCOc1ccc(/C=C/C(=O)CCC(=O)O)cc1	-6	5	-0.2	-216	-6	-79	-3	-6	27	-5
Fc1ccc(C2=NN(c3ccccc3)C(c3ccco3)C2)cc1 (stereo unspecified)	-1	-1	0.8	-45	-8	-10	16	2	51	-6
COc1ccc(C(=O)NN2C(=O)C3C4C=CC(O4)C3C2=O)cc1 (stereo unspecified)	-6	5	-0.2	-1	-2	-17	-1	2	1	-1
CCOC(=O)C1CCN(C(=O)CC(C)S(=O)(=O)c2ccc3c(c2)NC(=O)CO3)CC1 (stereo unspecified)	6	41	-0.4	-24	2	11	-3	-4	2	32
Cc1c(C(=O)O)sc2nc(/C=C/c3ccccc3OC(F)F)[nH]c(=O)c12	-1	23	-0.2	-10	-1	8	21	-4	21	-16
CS(=O)(=O)N(CC(=O)N1CCN(c2ccccc2)CC1)c1ccccc1Cl	0	1	-0.3	-33	2	-8	-8	2	21	-19
CC(C)N1CCN(CC2COc3ccccc3O2)CC1 (stereo unspecified)	-4	-6	-14	-18	1	12	-1	-3	6	-1
O=C(Nc1ccc(S(=O)(=O)Nc2nccs2)cc1)c1cc(=O)[nH]c2ccccc12	-5	-6	0.0	17	7	7	-4	3	38	0
CCCCN(C(=O)c1ccc(Cl)cc1)C1CC2CCC(C1)N2C (stereo unspecified)	0	8	0.2	-25	0	-4	-7	2	19	14
COCCN(C(=O)CSc1nnc(-c2ccccc2C)n1C)c1c(N)n(Cc2ccccc2)c(=O)[nH]c1=O	.	.	-0.2	7	-8	2	-2	0	17	-2
O=C(COC(=O)c1ccncc1)c1ccc(Cl)c(Cl)c1	-1	7	0.2	0	1	-14	-4	0	9	7
COc1ccc(CNC(=O)C2CCN(C(=O)[C@@H](CC(C)C)NC(=O)OC(C)(C)C)CC2)cc1	0	0	0.3	-23	2	-7	-2	1	17	-14
CCN(c1cccc(C)c1)c1nc2ccsc2c(=O)s1	5	-1	0.9	-43	0	-19	22	4	8	-6
Clc1ccc(CN=C2Nc3ccccc3CS2)cc1	57	66*	4.8	-109	-6	-182	11	1	-42	1
CN1CCN(S(=O)(=O)c2ccc(NC(=S)NC(=O)C(C)(C)C)cc2)CC1	.	.	0.4	-29	-2	11	-10	-8	1	-5
O=C(CSc1nnc(-c2cccs2)n1-c1ccccc1)N1CCCC1	5	9	-0.2	-21	-6	12	4	0	21	-3
CCn1c2ccccc2c2cc(NC(=O)C(C)C)ccc21	6	3	0.0	-2	3	-18	-2	-2	26	-1
